Source: PubChem
TSHR antagonist: Antagonists of the Thyroid Stimulating Hormone Receptor: HTS campaign | TSHR-expressing cells, TSH-stimulated cAMP HTRF, 2 h; active compounds read low | Thyrotropin receptor (Homo sapiens), P16473 | activity change, negative = inhibition, % at 11.5 µM | 330,000 tested, 0.2% active;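 active = activity change below a set negative limit, meaning inhibition stronger than a set level, cut at about -70% in these data; inconclusive = activity change between two set negative limits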; note: % is set by controls: 0 for no effect and ±100 for the full control effect
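TSHR-expressing cells, 200/well, pre-treated with compound, then stimulated with EC80 TSH (4nM final) for 2 hours at 37 deg C. cAMP measured by competitive HTRF: anti-cAMP cryptate antibody in lysis buffer plus cAMP-d2, read after 30 minutes at room temperature.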
Tb PFK block: qHTS Assay to Find Inhibitors of T. brucei phosphofructokinase; Potency, µM (series often up to 57.5 µM), for inactives: at the highest dose activity, negative = inhibition, hits mostly inhibitors; T. brucei PFK, ADP-Glo luminescence; ATP-dependent 6-phosphofructokinase (Trypanosoma brucei brucei), O15648; 330,000 tested, 0.17% active;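 note: potency is the fitted concentration of half-maximal effect; 0% = uninhibited 1x PFK enzyme wells and -100% = no-enzyme wells; nearly all actives have a fitted effect of over 60% in size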
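Activity is normalized to no-enzyme wells (full inhibition) and 1.25 nM enzyme wells (no inhibition). Reaction: 0.5 mM F6P, 0.1 mM ATP, 45 min RT, ADP-Glo luminescence; concentration-response curves fitted and classed by quality.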
uPA surface inh: qHTS for Inhibitors of Cell Surface uPA Generation. cell surface uPA generation assay, qHTS. Potency, µM (series often up to 38.3 µM), without a hit: top-dose activity change, negative = inhibition, most hits filed as inhibitors. 330,000 tested, 0.31% active. AID 540303, 2011; active = well fitted inhibition curve with a large enough effect; inconclusive = small, poorly fitted or top-dose-only effect; inactive = no such curve, though single readings can be large or run the other way; tested in mouse RAW 264.7 cells; note: potency is the fitted concentration of half-maximal effect; % is set by controls: 0 for no effect and ±100 for the full control effect; nearly all actives have a fitted effect of over 55% in size
USP2a block: qHTS Assay for Inhibitors of Ubiquitin-specific Protease USP2a Using CHOP2 as the Reporter. USP2 core, Ub-CHOP2 coupled fluorogenic reporter, 485/531. Ubiquitin carboxyl-terminal hydrolase 2 (Homo sapiens), O75604. 330,000 tested, 0.01% active. Potency, µM (highest dose often 38.3 µM), for the others: top-dose activity change, negative = inhibition, actives largely listed as inhibitors;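 note: potency is the fitted concentration of half-maximal effect; plate controls were DMSO wells for no effect and full inhibition by NEM control for full effect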
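Deubiquitinase activity read as fluorescence (485/531 nm) after Ub-CHOP2 cleavage activates the enterokinase reporter on its substrate; USP2 core 10nM, Ub-CHOP2 and substrate 25nM each, 30min compound preincubation then 60min RT; data normalized to NEM, curves fitted.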
Eya2 inh: qHTS Assay for Inhibitors of the Phosphatase Activity of Eya2; Protein phosphatase EYA2 (Homo sapiens), O00167; Potency, µM (doses to about 76.9 µM), for inactives: at the highest dose activity, negative = inhibition, usual class: inhibitors; recombinant Eya2, OMFP fluorescence dephosphorylation (OMFP is methylfluorescein phosphate); 330,000 tested, 0.006% active; AID 488837, 2010; note: potency is the fitted concentration of half-maximal effect; % is set by controls: 0 for no effect and ±100 for the full control effect
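Eya2 protein (added as 0.2 uM solution) was preincubated with compound for 10 min at ambient temperature in 50 mM HEPES pH 7.5, 50 mM NaCl, 5 uM MgCl2, 0.05% BSA, 1 mM DTT. OMFP (added at 50 uM) then reacted 10 min; fluorescence read at 485/525 nm.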
TCR act: Activators of T cell receptors: qHTS campaign; primary human leukocytes, anti-CD3, IL-2 HTRF, 48 h; 330,000 tested, under 10 active; AID 504894, 2011; Potency, µM (doses to about 9.22 µM), without a hit: at the top dose activation of IL-2 secretion, actives largely listed as activators; note: % of control where 0% means no effect
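IL-2 produced over 48 hr by a-CD3 bead-stimulated primary human leukocytes exposed to compounds was detected with a homogeneous time-resolved FRET immunoassay, 665nm acceptor signal after 320nm excitation.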
BCR signal inh: qHTS Assay to Find Inhibitors of Chronic Active B-Cell Receptor Signaling. ABC-DLBCL IkBa-CBG/CBR reporter, luminescence ratio, 4 h. Potency, µM (top dose mostly 46.1 µM), for the others: at the top dose ratio change, negative = lower green/red ratio, actives largely listed as inhibitors. 340,000 tested, 0.05% active; active = well fitted inhibition curve with a large enough effect in the signal ratio, with a control signal flat, not every such curve was filed as active; inconclusive = small, poorly fitted or top-dose-only effect, or effect the other way, or a change in a side signal; the % refers to the signal ratio;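 note: potency is the fitted concentration of half-maximal effect; plate controls were basal doxycycline-induced cells for no effect and cells given 10 µM MG132 for full effect; MG132 reads +100%, hits lower the ratio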
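TMD8 ABC-DLBCL cells carrying doxycycline-inducible green luciferase fused to IkappaBalpha plus unfused red luciferase were exposed to compounds (up to 46 uM) for 4 hrs at 37C. Activity came from the overlap-corrected green/red luminescence ratio.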
PTAP TSG101 blk: qHTS Assay for Iinhibitors of HIV-1 Budding by Blocking the Interaction of PTAP/TSG101. Tumor susceptibility gene 101 protein (Homo sapiens), Q99816. Fluorescence polarization, FITC-PTAP peptide / Tsg101 binding. Potency, µM (top dose mostly 115 µM), for the others: at the highest dose activity change, negative = inhibition, usual class: inhibitors. 340,000 tested, under 10 active. AID 493005, 2010; active = well fitted inhibition curve with a large enough effect in the main read-out, with a control signal flat, not every such curve was filed as active; inconclusive = small, poorly fitted or top-dose-only effect, or effect the other way, or a change in a side signal; inactive = no such curve, though single readings can be large or run the other way; note: potency is the fitted concentration of half-maximal effect; % of control where 0% means no effect
Target sequence (Q99816 whole entry, looked up): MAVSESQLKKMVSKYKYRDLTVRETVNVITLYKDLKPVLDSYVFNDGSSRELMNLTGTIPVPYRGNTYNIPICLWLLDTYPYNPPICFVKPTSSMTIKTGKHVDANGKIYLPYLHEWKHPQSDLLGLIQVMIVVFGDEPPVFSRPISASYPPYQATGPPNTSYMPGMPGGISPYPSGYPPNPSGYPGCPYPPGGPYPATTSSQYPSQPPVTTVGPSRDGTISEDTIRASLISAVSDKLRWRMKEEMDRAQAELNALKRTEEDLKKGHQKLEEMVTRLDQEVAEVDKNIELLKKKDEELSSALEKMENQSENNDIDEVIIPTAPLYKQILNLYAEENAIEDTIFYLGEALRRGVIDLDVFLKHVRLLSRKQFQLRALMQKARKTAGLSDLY
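Fluorescence anisotropy tracks displacement of a FITC-tagged PTAP peptide (50 nM) from the Tsg101 binding domain (10 uM), following a 20 min room-temperature incubation at pH 7.5.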
ELG1 repair inh: qHTS screen for small molecules that inhibit ELG1-dependent DNA repair in human embryonic kidney (HEK293T) cells expressing luciferase-tagged ELG1; HEK293T ELG1-luciferase reporter, luminescence, 16 h; DNA damage induced by 5-fluorouridine; Potency, µM (series often up to 46.1 µM), inactives show at the top dose activity change, negative = inhibition, most hits filed as inhibitors; 330,000 tested, 2.3% active; AID 504467, 2011; note: potency is the fitted concentration of half-maximal effect; % is set by controls: 0 for no effect and ±100 for the full control effect; nearly all actives have a fitted effect of over 55% in size
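Cells (2,000 per well) received 5-fluorouridine plus test compound or DMSO and were incubated 16 hr at 37 °C, 5% CO2. Luciferase activity was read by luminescence 30 min after ONE-Glo addition; signal suppression marked inhibition of damage-induced ELG1 function.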
B2AR arrestin: qHTS assay of beta-arrestin-biased ligands of beta2-adrenergic receptor. Beta-2 adrenergic receptor (Homo sapiens), P07550. beta-arrestin recruitment to beta2AR, cell-based reporter. Potency, µM (top dose mostly 46.1 µM), for inactives: at the top dose activation, actives largely listed as activators. 330,000 tested, 0.02% active. AID 492947, 2010;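 note: potency is the fitted concentration of half-maximal effect; 0% = DMSO controls and full agonism = EC100 isoproterenol or metaproterenol; nearly all actives have a fitted effect of over 65% in size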
Target sequence (P07550 whole entry, looked up): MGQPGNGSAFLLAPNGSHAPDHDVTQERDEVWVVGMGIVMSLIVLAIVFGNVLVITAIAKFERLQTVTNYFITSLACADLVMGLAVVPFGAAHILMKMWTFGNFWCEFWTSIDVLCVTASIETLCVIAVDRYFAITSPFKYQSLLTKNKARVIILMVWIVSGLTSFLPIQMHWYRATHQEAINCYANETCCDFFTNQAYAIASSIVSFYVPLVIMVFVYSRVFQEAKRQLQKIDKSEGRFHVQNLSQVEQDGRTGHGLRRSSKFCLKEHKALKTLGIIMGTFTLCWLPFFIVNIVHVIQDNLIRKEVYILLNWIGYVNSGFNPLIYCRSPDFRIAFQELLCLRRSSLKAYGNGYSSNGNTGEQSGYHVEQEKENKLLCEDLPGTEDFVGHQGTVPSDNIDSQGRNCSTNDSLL
Mito fusion act: qHTS Assay for Small Molecule Inhibitors of Mitochondrial Division or Activators of Mitochondrial Fusion; S. cerevisiae fusion-defective mutant growth rescue, CellTiterGlo 48 h; Potency, µM (top dose mostly 46.1 µM), for the others: top-dose growth rescue (activation), most hits filed as activators; 320,000 tested, 0.23% active; AID 485298, 2010;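 note: potency is the fitted concentration of half-maximal effect; % of control where 0% means no effect; nearly all actives have a fitted effect of over 45% in size; temperature-sensitive fusion mutants such as fzo1-1 at 37 °C on non-fermentable ethanol glycerol medium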
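Temperature-sensitive fusion-defective S. cerevisiae (e.g. fzo1-1, mgm1-5) were grown with compound in YPEG medium (3% ethanol, 3% glycerol) for 48 hours at 37C. Growth rescue was measured as viability by CellTiterGlo luminescence after 10 minutes at ambient.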
An asterisk follows results filed as active; ? = inconclusive; · = no result given; [ ] = dose if it differs, or a comment. Unless noted, calls come from the whole dose curve; as a rule, active = well fitted curve in the direction sought with a large enough effect; inconclusive = small, poorly fitted or top-dose-only effect, or another doubt; inactive = no such curve, though single readings can be large; an effect the other way counts as inactive or inconclusive.

Values run as follows: TSHR antagonist | Tb PFK block | uPA surface inh | USP2a block | Eya2 inh | TCR act | BCR signal inh | PTAP TSG101 blk | ELG1 repair inh | B2AR arrestin | Mito fusion act
- CN(C)CCNC(=O)c1cc2sc3ccccc3c2s1
    -3 | -3% | 7% | 1% | -8% | -1% | ? | -3% | ? | -0.4% | -5%
- CCCOC(=O)C(C)n1cnc2scc(-c3ccc(C)cc3)c2c1=O (configuration not stated)
    1 | 3% | -35% | 2% | -9% | · | 2% | -1% | -4% | -0.3% | -2%
- Cc1ccc(CNC(=O)C(=O)c2cn(CC(=O)N3CCOCC3)c3ccccc23)cc1
    23 | 1% | -15% | 2% | 5% | -4% | ? | 2% | ? | -0.4% | -2%
- O=C(/C=C/Nc1ccc([N+](=O)[O-])cc1Br)c1cccc2ccccc12
    3 | -1% | -2% | 1% | -1% | -5%[46.1 µM] | -4% | -6% | ? | 0.0% | 7%
- Cc1ccc(C(C)NC(=O)CSc2ccc(S(=O)(=O)N3CCOCC3)cn2)cc1C (configuration not stated)
    12 | -4% | 1% | 2% | 1% | -2% | 3% | 1% | -1% | -1.1% | 0%
- Cc1ccc(S(=O)(=O)N2CCC(=O)N(CCOC(=O)Nc3ccc(F)cc3)CC2)cc1
    7 | 1% | 0% | 1% | 6% | 16% | -15% | 0% | -28% | -0.2% | 1%
- CCCC(=O)NCCCc1nc2ccccc2n1C
    10 | -4% | -1% | 1% | 1% | 1% | 3% | -1% | 12% | 0.2% | 1%
- O=C(N/N=C/C=C/c1ccccc1[N+](=O)[O-])c1cc(-c2cccnc2)nc2ccccc12
    -9 | 4% | ? | 0% | -4% | 2%[46.1 µM] | ? | -2% | 16µM* | 0.3% | 1%
- CCOC(=O)c1c(CN(C)C)n(-c2ccc(C)cc2)c2cc(Br)c(O)cc12
    9 | -10% | -16% | 4% | -13% | 7%[46.1 µM] | -5% | -1% | -9% | 7.0% | -13%
- COc1ccc(S(=O)(=O)N2CCCC(C(=O)NCCc3ccccc3)C2)cc1 (configuration not stated)
    -1 | -5% | -6% | 1% | 8% | -18% | -2% | 1% | -6% | -0.3% | 4%
- CC(=O)Oc1ccc2c(C)c(CC(C)O)c(=O)oc2c1 (configuration not stated)
    -13 | 1% | -5% | 4% | -1% | -3% | -5% | -6% | -2% | -0.5% | 0%
- CC1=C(C(=O)Nc2ccccc2)C(c2ccco2)C(C#N)=C(SCC(=O)Nc2cccc(C)c2C)N1 (configuration not stated)
    -9 | 0% | 11% | -5% | -4% | 3% | ? | -3% | -9% | -0.2% | 10%
- O=C(NCCc1ccccc1)c1c(O)c2ccccc2[nH]c1=O
    26 | -4% | 1% | -1% | 3% | -4% | 12% | 0% | ? | 3.3% | -10%
- COc1ccc(NS(=O)(=O)c2ccc(C)c(C(=O)N(C)Cc3ccc(OC)cc3OC)c2)cc1
    -4 | 2% | 11% | -1% | 1% | 2% | -11% | 0% | -23% | -0.9% | 3%
- CC1CC1C(=O)OCC(=O)NC(=O)NC12CC3CC(CC(C3)C1)C2 (configuration not stated)
    -12 | 0% | 5% | -1% | -12% | 4% | 15% | -1% | ? | 0.3% | -2%
- O=C(COC(=O)c1ccc[nH]c1=O)NC1CCCC1
    -7 | 0% | 11% | 1% | 2% | -4% | 0% | -1% | 0% | -0.5% | -4%
- O=C1COc2ccc(C(=O)CSc3ccccc3C(=O)O)cc2N1
    3 | -6% | -3% | -3% | 2% | 2% | 12% | -2% | 5% | 0.1% | -2%
- CCOC(=O)N1CCC(N(CCN(C)C)C(=S)Nc2cccc(C)c2)CC1
    1 | -2% | -2% | 1% | 6% | 3%[46.1 µM] | ? | -5% | 5% | -0.2% | -1%
- COc1cc(NC(=O)C2CC(c3ccccc3Cl)=NO2)cc(OC)c1OC (configuration not stated)
    -7 | 5% | -20% | 2% | -4% | 10% | -10% | -4% | ? | -1.1% | 3%
- CCOC(=O)/C(C#N)=C/c1ccc(OC(=O)c2ccco2)c(OCC)c1
    21 | 10% | -7% | 5% | -4% | 2%[46.1 µM] | 10% | -2% | 23% | -0.3% | -8%
- CC1CCN(S(=O)(=O)c2ccc(NC(=O)CN3CCCC(C)C3)cc2)CC1 (configuration not stated)
    -6 | 4% | · | 3% | 12% | 3% | -1% | -5% | -19% | -0.1% | -2%
- Cc1cccc(C)c1NC(=O)C1c2ccccc2Oc2ccccc21
    10 | 0% | 3% | 3% | 2% | 3%[46.1 µM] | -3% | -2% | 8% | -0.6% | -3%
- c1ccc(-n2ncc3c(NCCN4CCOCC4)ncnc32)cc1
    -11 | 2% | 1% | 5% | 12% | 4% | 2% | -8% | ? | -0.4% | 0%
- COc1ccc(/C(N)=N/OC(=O)c2ccc3c(c2)OCO3)cc1
    -5 | 2% | -7% | 3% | 6% | 2%[46.1 µM] | 4% | 0% | ? | -1.3% | 6%
- CN1C(=O)C(O)(CC(=O)/C=C/c2ccco2)c2cc(Br)ccc21 (configuration not stated)
    3 | 1% | ? | 1% | -2% | -3% | ? | -11% | 6% | -0.1% | 2%
- O=C(Nc1ccnn1C1CCN(CCCc2ccccc2)CC1)c1ccccc1
    31 | -21% | -2% | 1% | 8% | -36% | ? | 0% | 12% | -0.5% | 7%
- O=C(CN1CCC(NC(=O)c2cccc(F)c2)CC1)NCc1ccccc1F
    -6 | 7% | 0% | 0% | 5% | -2% | 2% | -2% | 2% | 0.6% | 4%
- Cn1nccc1NC(=O)Nc1cccc(Cl)c1
    2 | -17% | -4% | 1% | 3% | -1% | 14% | -1% | 12% | -0.6% | -3%
- Cc1cc(C(=O)COC(=O)c2ccncc2)c(C)n1Cc1ccco1
    -7 | 3% | 3% | -1% | -5% | -1% | 0% | -1% | 17% | 0.3% | -5%
- CCOC(=O)c1sc(NS(=O)(=O)c2ccc(F)cc2)nc1C
    1 | 0% | 5% | -1% | 4% | -6% | 10% | -4% | -1% | -0.1% | 2%

Entries of single compounds as entered above. Screens in order: TSHR antagonist, Tb PFK block, uPA surface inh, USP2a block, Eya2 inh, TCR act, BCR signal inh, PTAP TSG101 blk, ELG1 repair inh, B2AR arrestin, Mito fusion act
COc1ccc(S(=O)(=O)N2CCCC(C(=O)NCCc3ccccc3)C2)cc1 (configuration not stated) is listed with -1, -5%, -6%, 1%, 8%, -18%, -2%, 1%, -6%, -0.3%, 4%
O=C(Nc1ccnn1C1CCN(CCCc2ccccc2)CC1)c1ccccc1 is listed with 31, -21%, -2%, 1%, 8%, -36%, ?, 0%, 12%, -0.5%, 7%

Rows are unselected. About 3% of those tested had a hit in this group.
